Compound activity: PubChem, several laboratories
MsrA act: bovine MsrA enzyme activators, primary screen, biochemical, absorbance, HTS; Methionine sulfoxide reductase A (Bos taurus); purified bovine MsrA, absorbance read-out; activation, % at 10.6 µM; 0.3% of 360,000 active; in the data active = activation above about 7.5%;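 note: 0% = vehicle and 100% = reference activator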
SKN-1 block: suppressors of acrylamide-induced Pgst-4::GFP reporter in worms, primary screen, SKN-1 inhibitor project, whole organism, uHTS, GFP/RFP fluorescence ratio, strain VP596. C. elegans VP596 Pgst-4::GFP/RFP ratio, 24 h. 0.49% of 360,000 active. inhibition, % at 21.8 µM;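 active = interference check ratio from 0.5 to 1.5 plus GFP to RFP signal ratio inhibition reaching or exceeding a fixed threshold, cut at about 30% in these data, passing the limit was not always enough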; note: some compounds called inactive have numbers as strong as hits
Rin1 Abl inh: inhibitors of Rin1-Abl protein binding, primary screen, biochemical, TR-FRET; AID 588664, 2011; 0.4% of 360,000 active; inhibition, % at 7.35 µM; Tyrosine-protein kinase ABL1 (Homo sapiens) + Ras and Rab interactor 1 (Homo sapiens), …; in the data active = inhibition above about 5%, passing the limit was not always enough
FAS TE block: FAS thioesterase domain inhibitors, primary screen, biochemical, fluorescence intensity, uHTS; recombinant FAS-TE, OMFH fluorogenic substrate, fluorescence endpoint; AID 602261, 2012; 0.67% of 360,000 active; Fatty acid synthase (Homo sapiens), P49327; inhibition, % at 15 µM;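 active = compounds whose normalised, plate-corrected inhibition of enzyme fluorescence in the single-dose primary screen is 50% or more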;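 note: 0% = DMSO with enzyme and 100% = substrate without enzyme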
eLon inh: inhibitors of E. coli Lon protease, primary screen, biochemical, fluorescence polarization; 0.42% of 360,000 active; P0A9M0; inhibition, % at 7.94 µM; purified E. coli Lon protease; in the data active = inhibition above about 13%, passing the limit was not always enough;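 note: 0% = enzyme with probe and DMSO and 100% = no enzyme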
Target sequence (P0A9M0 whole entry, looked up): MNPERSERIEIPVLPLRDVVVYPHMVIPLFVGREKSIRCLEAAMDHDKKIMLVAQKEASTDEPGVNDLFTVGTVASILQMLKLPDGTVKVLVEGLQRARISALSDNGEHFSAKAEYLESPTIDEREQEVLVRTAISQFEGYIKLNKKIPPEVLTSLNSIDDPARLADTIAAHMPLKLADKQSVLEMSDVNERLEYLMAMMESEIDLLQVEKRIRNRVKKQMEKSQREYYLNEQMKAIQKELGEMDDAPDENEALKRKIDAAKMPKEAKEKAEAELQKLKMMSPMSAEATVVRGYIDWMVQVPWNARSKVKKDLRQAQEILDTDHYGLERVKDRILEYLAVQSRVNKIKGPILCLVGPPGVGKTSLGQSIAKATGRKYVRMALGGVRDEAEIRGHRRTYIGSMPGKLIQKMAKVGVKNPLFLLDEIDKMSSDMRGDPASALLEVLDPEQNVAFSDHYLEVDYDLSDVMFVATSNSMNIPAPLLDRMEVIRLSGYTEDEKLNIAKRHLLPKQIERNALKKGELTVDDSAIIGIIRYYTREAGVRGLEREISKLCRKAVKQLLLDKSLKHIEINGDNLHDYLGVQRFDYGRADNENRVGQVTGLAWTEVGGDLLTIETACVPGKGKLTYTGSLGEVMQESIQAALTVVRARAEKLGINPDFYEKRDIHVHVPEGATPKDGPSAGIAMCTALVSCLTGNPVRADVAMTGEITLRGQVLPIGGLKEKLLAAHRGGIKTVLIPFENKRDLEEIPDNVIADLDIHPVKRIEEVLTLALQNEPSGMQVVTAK
Neddyl block: inhibitors of cullin neddylation, primary screen, biochemical, TR-FRET, uHTS, NAE and Ubc12 | AID 651699, 2012 | calls only at 25 µM | 0.58% of 360,000 active; in the data active = inhibition above about 36%
MsrA inhibitor: bovine MsrA enzyme inhibitors, primary screen, biochemical, absorbance, HTS; inhibition, % at 15.5 µM; purified bovine MsrA, absorbance read-out; 0.75% of 360,000 active; Methionine sulfoxide reductase A (Bos taurus); in the data active = inhibition above about 4.5%;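 note: 0% = vehicle wells with enzyme and 100% = reference inhibitor wells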
MT1-MMP act inh: blockers of MT1-MMP proenzyme processing, primary screen, HT1080 RFP-PRO-GFP cells, GFP/RFP fluorescence | Matrix metalloproteinase-14 (Homo sapiens), P50281 | GFP/RFP ratio fluorescence, overnight; percent of plate control window, DMSO zero | 0.061% of 360,000 active | GFP/RFP ratio change, % at 20 µM;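 active = GFP/RFP ratio change of at least 30% with cell ATP level not reduced by more than half and red fluorescence within 50% of control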; note: strong numbers were not always called active
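Assay system: HT1080 cells carrying an RFP-PRO-GFP reporter | Dosing: Single dose of 20 µM compound, 1% DMSO final | Incubation: Cells overnight before dosing, compound overnight, 37 °C, 5% CO2 | Evaluation: GFP/RFP fluorescence ratio | Control set: DMSO and RFP-L50D-GFP cell wells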
NRP1-CendR mod: modulators of CendR peptide binding to NRP-1, primary screen, biochemical, fluorescence polarization, uHTS; 0.85% of 360,000 active; FAM-RPARPAR peptide binding to NRP-1; Neuropilin-1 (Homo sapiens), O14786; inhibition, % at 25 µM;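 active = inhibition or corrected inhibition above about 18%, plus a signal ratio from 0.5 to 1.5, limit read from the data, passing the limit was not always enough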; note: strong numbers were not always called active
An asterisk follows results filed as active; i = inactive; nt = not tested or not shown; + = active, no number; & = joins results of further samples. Rows were taken by chance. Share with any hit: about 4.2%.

Fields – eLon inh	MsrA inhibitor	Rin1 Abl inh	FAS TE block	SKN-1 block	Neddyl block	MsrA act	MT1-MMP act inh	NRP1-CendR mod
O=C(Nc1nnc(-c2ccc(F)cc2)o1)c1cccc([N+](=O)[O-])c1
 : -4	-0.1	1	56*	11	i	-4	4	6
O=C1CC(c2ccccc2)n2nc(N3C(=O)c4ccccc4C3=O)nc2N1 (configuration not stated)
 : 4	0.1	-4	-2	8	i	-1	5	-6
CC(=O)Nc1ccc(NC(=O)C(NS(=O)(=O)c2cccc3nsnc23)C(C)C)cc1 (configuration not stated)
 : 0	1.3	-3	-8	-7	i	-1	-3	-2
Cc1cc(C)c(C(=O)Nc2ccc(C)c(C)c2)c(CC(C)(C)C(=O)O)c1
 : 0	-1.2	-1	-10	-2	i	-5	2	9
CSc1nc(N(C)C)nc(N2CC(=O)N(CCNS(=O)(=O)c3ccc(C)cc3)C2=N)n1
 : -14	-2.0	0	-6	1	i	-2	4	2
N#Cc1cccc(C(=O)C(=O)N2CCC(Cc3ccccc3)CC2)c1
 : nt	0.8	nt	nt	-2	i	nt	2	2
Cc1cccc(C)c1OCCCCc1c(C)n[nH]c1C
 : 1	0.8	0	10	16	i	-2	-3	-3
O=C(CN(CC1CCCO1)C(=O)CNS(=O)(=O)c1ccc(Cl)cc1)NCc1ccco1 (configuration not stated)
 : -3	-1.0	2	-5	-2	i	-5	4	9
C/C(Cc1ccccc1)=N\NC(=O)CNC(=O)c1ccc2c(c1)OCCO2
 : -2	-1.3	0	-6	8	i	-1	2	-7
CCOC(=O)C(=O)c1csc(NC(=O)COc2ccc(N(C)S(=O)(=O)c3ccc(F)cc3)cc2)n1
 : -6	0.2	2	1	19	i	-9	-1	6
O=C(O)C1=C[C@@H](c2ccc(Br)cc2)C[C@@H](OCCCCO)O1
 : -5	0.6	3	-11	-10	i	-2	-2	1
Cc1ccc(S(=O)(=O)N2CCN(S(=O)(=O)N(C)C)CC2)cc1
 : -7	0.9	0	-11	3	i	-12	-1	2
Cn1nc(-c2ccccc2)nc1-c1ccccc1
 : 0	-1.5	-1	-8	20	i	-5	1	17
O=C(c1cc(COc2cccc(C(F)(F)F)c2)on1)N1C[C@H]2CC[C@H]1C2
 : -1	1.8	-3	39	30	i	-2	0	5
CN(CCCNC(=O)c1cc2c(Cl)nc3ccccc3c2s1)Cc1ccccc1
 : -4	-1.2	-4	40	-2	i	-2	0	-2
COc1cccc(CN(C)C(=O)C(Cc2ccccc2)NC(=O)c2ccccc2)c1OC (configuration not stated)
 : 4	-0.1	5	4	6	i	0	-7	-3
COC(=O)c1ccc(CNC(=O)CSc2nc3ccccc3[nH]2)cc1
 : 2	-1.3	-1	-3	-7	i	1	2	3
COc1cccc(OC)c1-c1nnc(-c2cn(C)c3ccccc23)o1
 : -1	0.4	-3	-2	-3	+	-2	-4	0
O=C(CCn1c(=O)oc2ccccc21)NCc1ccc2c(c1)OCO2
 : -8	0.5	-3	-4	-6	i	-3	-2	-5
COc1ccc(C(=O)NC(C)c2ccc(-n3ccnc3)cc2)c(OC)c1OC (configuration not stated)
 : -2	0.1	1	-5	7	i	-1	1	12
Cc1cc(NC(=O)CSc2nnnn2-c2ccccc2C)no1
 : 8	-0.4	-2	-2	-24	i	-4	6	-2
COc1ccc(S(=O)(=O)N2CCOC2CNC(=O)C(=O)NCc2cccnc2)cc1OC (configuration not stated)
 : -8	0.2	2	-6	-2	i	-4	3	-8
Clc1ccc(C2=Nn3c(Cn4nnc5ccccc54)nnc3SC2)cc1
 : -1	1.5	-1	9	-6	i	-2	4	8
CCc1ccc(S(=O)(=O)NCCc2csc(-c3cccnc3)n2)s1
 : -5	-0.9	1	-2	-7	i	-1	1	5
CC(CCc1ccccc1)NC(=O)CSc1nc(N)cc(N)n1 (configuration not stated)
 : 1	-1.1	-1	-9	-8	i	-8	1	2
CCn1c(SCC(=O)c2ccc(Cl)s2)nnc1-c1cccs1
 : -3	-0.5	0	-5	6	i	-9	-10	-8
CC1CCCCC1NC(=O)CN1CCC(NC(=O)C(C)(C)C)CC1 (configuration not stated)
 : 4	2.6	-2	-12	-4	i	-3	3	-11
O=C(CSC1=NCCS1)NC(c1ccccc1)c1ccccc1
 : 0	-0.7	2	-117	4	i	-2	-11	-2
CCC1=C(OC(=O)N(CC)CC)N2C(=O)OC(=NCC3CC3)[C@]2(Cc2ccccc2)[C@H]2C1=CC[C@H]1C(=O)N(c3ccccc3)C(=O)[C@H]12
 : 7	-1.0	0	36	22	i	-2	-6	4
CCOC(=O)c1ccc(N2C(=O)C(O)=C(C(C)=O)C2c2ccccc2)cc1 (configuration not stated)
 : 2	2.0	-1	-4	12	i	-3	2	1
CCOC(=S)N/C(=N\S(=O)(=O)c1ccccc1)c1ccccc1
 : -4	0.0	-1	-3	14	i	-5	-2	4
Cc1cc(SCC(=O)OCC(=O)N(C)C2CCS(=O)(=O)C2)c(C)cc1Br (configuration not stated)
 : -6	1.0	-1	-3	3	i	-5	-3	16
CCNC(=O)c1sc(=S)n(CC)c1N
 : 9	1.9	-5	-2	-11	i	-2	nt	8
COc1cc(-c2c(C#N)c(N)nc3c2CCCC3)ccc1O
 : -2	0.3	0	2	13	i	-1	8	-1
O=C(NCCc1ccc(Cl)cc1)Nc1ccc(Cl)cc1
 : 2	-0.3	-4	-1	22	i	-2	4	0
O=C(Nc1ccccc1Br)c1cccc2ccccc12
 : -8	0.0	0	10	3	i	-12	3	-4
Cc1cccc(N=C2NN=C(c3ccc4c(c3)OCCO4)CS2)c1
 : 0	0.6	2	-67	-2	i	-11	-7	-18
Cc1ccc(C(=O)Nc2cccc(C(F)(F)F)c2)cc1NC(=O)c1csc(-c2ccncc2)n1
 : -1&2	nt	2&-3	10&13	8&-7	i	-3&-3	-6&-4	-1&-24
CC(C)CCNC(=O)C1CCN(S(=O)(=O)c2ccc3c(c2)CC(C)N3C(=O)C2CCC2)CC1 (configuration not stated)
 : -7	-0.1	5	6	-2	i	-4	2	-1
COc1ccc(NC(=O)c2sc(N)nc2-c2ccccc2)cc1
 : 3	1.0	-2	-2	-3	i	-16	0	0
c1ccc2c(c1)ncn2CCCCOc1ccc2c(c1)CCC2
 : -1	0.6	2	27	15	i	4	1	0
CC1Cc2ccccc2N1C(=O)COC(=O)Cc1ccc(F)cc1 (configuration not stated)
 : -3	-2.9	2	9	5	i	-3	-1	3
CCN(CC)S(=O)(=O)c1ccc(Cl)c(NC(=O)COc2ccc(OC)cc2[N+](=O)[O-])c1
 : -10	0.3	-1	-3	-5	i	-4	1	-8
COCCOC(=O)c1sc(=S)n(CCOC)c1N
 : 19*	0.4	-1	-7	53	i	2	-13	15
CC(=O)Nc1ccc(S(=O)(=O)Nc2nc3ccc(C)cc3s2)cc1
 : -6	0.9	-2	-5	2	i	-4	1	17
COC(=O)[C@@]1(Cc2ccc(F)cc2)[C@H]2c3cc(C(=O)N4CCCC4)n(CCN4CCNC4=O)c3C[C@H]2CN1C(=O)c1ccccc1
 : -2	-0.1	nt	-6	0	i	-8	-3	-5
Cc1cc2nc(-c3ccc(Cl)cc3)c(Cc3cccc(F)c3)n2c(C)c1Br
 : -8	nt	2	10	11	i	-4	3	-11
CCCCNC(=O)OC(C)CNC(=O)Oc1cccc(C)c1 (configuration not stated)
 : -5	0.2	-1	-9	-5	i	-1	5	10
COc1ccc(S(=O)(=O)Nc2cccc(F)c2)cc1C
 : 17	-0.9	4	-6	-2	i	-7	-4	-13
Cc1ccc(-c2c(C(=O)NC(C)C)oc(=O)c3ccccc23)cc1
 : 13	-0.5	-1	15	-6	i	1	-5	4

Continued:
Fields – eLon inh	MsrA inhibitor	Rin1 Abl inh	FAS TE block	SKN-1 block	Neddyl block	MsrA act	MT1-MMP act inh	NRP1-CendR mod
Cc1cc2[nH]c(=O)c(=O)[nH]c2cc1S(=O)(=O)Nc1ccccc1F
 : 1	2.8	-3	2	-4	i	-3	0	-4
COc1ccc2cc(C3CC(c4ccco4)=NN3S(=O)(=O)c3ccccc3)c(Cl)nc2c1 (configuration not stated)
 : -6	0.4	2	71*	8	i	1	-11	-2
C[C@H]1Cn2cnc(C(=O)N[C@H](C)c3ccccc3)c2C(=O)N1
 : 7	-0.4	-2	-4	-9	i	-4	1	-2
Cc1cc(=O)[nH]c2nc3ccccc3n12
 : -4	0.7	2	-6	25	nt	-1	-1	12
Cc1cccc(S(=O)(=O)c2c(C)cc(C)nc2Cl)c1
 : 0	0.7	-2	-5	-10	i	0	1	13
CCCn1c(=O)[nH]c(=O)c2c1nc(-c1ccc(OC(F)F)c(OC)c1)n2CCOC
 : -16	-0.9	0	1	-5	+	-2	10	6
COCCn1cnc2c(c1=O)c1nc3ccccc3nc1n2/N=C/c1cccc(OC)c1
 : -1	-0.9	-3	11	4	i	0	-6	12
O=C(Oc1cccnc1)c1cc(S(=O)(=O)N2CCOCC2)ccc1Cl
 : -3	0.8	0	0	-14	i	-3	1	14

Shown with each value named: three of the compounds above
> COc1ccc2cc(C3CC(c4ccco4)=NN3S(=O)(=O)c3ccccc3)c(Cl)nc2c1 (configuration not stated)
  eLon inh = -6; MsrA inhibitor = 0.4; Rin1 Abl inh = 2; FAS TE block = 71*; SKN-1 block = 8; Neddyl block = i; MsrA act = 1; MT1-MMP act inh = -11; NRP1-CendR mod = -2
> C[C@H]1Cn2cnc(C(=O)N[C@H](C)c3ccccc3)c2C(=O)N1
  eLon inh = 7; MsrA inhibitor = -0.4; Rin1 Abl inh = -2; FAS TE block = -4; SKN-1 block = -9; Neddyl block = i; MsrA act = -4; MT1-MMP act inh = 1; NRP1-CendR mod = -2
> Cc1cc(=O)[nH]c2nc3ccccc3n12
  eLon inh = -4; MsrA inhibitor = 0.7; Rin1 Abl inh = 2; FAS TE block = -6; SKN-1 block = 25; Neddyl block = nt; MsrA act = -1; MT1-MMP act inh = -1; NRP1-CendR mod = 12
